bIAP inhibitor = blocks bovine intestinal alkaline phosphatase activity. purified bovine IAP, CDP-star luminescence, 30 min. inhibition, % at 20 µM. 190,000 tested, under 10 active;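 active = over 50% inhibition of intestinal alkaline phosphatase at 20 µM in the single-dose screen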
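System: Purified bovine intestinal alkaline phosphatase (IAP) enzyme | Input: IAP diluted 1/65,000,000 in the well | Also added: CDP-star chemiluminescent phosphatase substrate, 30 µM final | Dosing: 20 µM single dose | Times: Enzyme reaction for 30 min at room temperature | Detection: Luminescence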
FLuc stim CS = affects firefly luciferase, flagging false hits in luciferase stimulation screens; P08659; ATPlite luciferase biochemical, luminescence, 10 min; 0 = ATP-free wells, 1 = DMSO control; activation factor at 10 µM; 200,000 tested, under 10 active; AID 1027;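 active = luciferase activation factor, scaled between plate controls, of at least 2 with compound at 10 µM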
Target sequence (P08659 whole entry, looked up): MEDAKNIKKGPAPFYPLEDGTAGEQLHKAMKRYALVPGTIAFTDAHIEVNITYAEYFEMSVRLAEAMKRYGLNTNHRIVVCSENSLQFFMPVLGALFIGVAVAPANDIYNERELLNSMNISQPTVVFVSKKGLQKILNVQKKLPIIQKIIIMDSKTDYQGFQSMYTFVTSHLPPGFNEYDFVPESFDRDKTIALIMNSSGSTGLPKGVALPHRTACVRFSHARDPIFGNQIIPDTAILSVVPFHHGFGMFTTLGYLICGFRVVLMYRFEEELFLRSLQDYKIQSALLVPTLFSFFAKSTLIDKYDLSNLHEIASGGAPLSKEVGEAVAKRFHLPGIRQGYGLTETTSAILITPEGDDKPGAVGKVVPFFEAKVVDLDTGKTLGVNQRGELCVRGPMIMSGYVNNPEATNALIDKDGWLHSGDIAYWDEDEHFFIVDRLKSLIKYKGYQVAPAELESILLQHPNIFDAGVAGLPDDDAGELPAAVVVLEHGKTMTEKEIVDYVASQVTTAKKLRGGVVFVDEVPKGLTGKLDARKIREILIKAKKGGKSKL
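test system = cell-free luciferase reagent | medium = PBS as buffer for the ATP substrate | dosing = test compounds dosed from 2 mM stocks in 100% DMSO | incubation = 10 min at ambient temperature | detection = luminescence measurement of luciferase light output | benchmarks = low control with PBS replacing ATP, high control enzyme plus ATP without compound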
TNAP act hiacc = TNAP (human) activation, high acceptor; purified TNAP, CDP-star luminescence, 1 M DEA, 30 min; stronger effect = higher value; 0 = EDTA background, 1 = DMSO-only activity; 200,000 tested, under 10 active; activation factor at 20 µM; P05186;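 active = activation factor at least 2 at 20 µM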
Target sequence (P05186 whole entry, looked up): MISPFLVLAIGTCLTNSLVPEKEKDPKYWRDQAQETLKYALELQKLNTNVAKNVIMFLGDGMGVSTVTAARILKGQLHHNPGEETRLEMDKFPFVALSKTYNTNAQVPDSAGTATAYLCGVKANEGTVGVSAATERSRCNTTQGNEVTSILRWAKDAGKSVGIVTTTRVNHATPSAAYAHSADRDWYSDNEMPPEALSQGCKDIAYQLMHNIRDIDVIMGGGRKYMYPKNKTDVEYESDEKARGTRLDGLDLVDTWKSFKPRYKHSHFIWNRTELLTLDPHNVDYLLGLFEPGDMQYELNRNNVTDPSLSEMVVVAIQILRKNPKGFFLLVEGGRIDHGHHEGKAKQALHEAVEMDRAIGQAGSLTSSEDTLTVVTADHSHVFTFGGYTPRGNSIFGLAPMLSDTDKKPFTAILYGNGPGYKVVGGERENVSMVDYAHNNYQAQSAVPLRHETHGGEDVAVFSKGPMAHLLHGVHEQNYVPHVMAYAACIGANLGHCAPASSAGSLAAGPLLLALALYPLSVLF
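Test system – human TNAP · Doses – 20 µM single point · Incubation – 30 min, room temperature · Signal – luminescent substrate turnover signal · Read-out basis – activation factor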
RAM inhibit = yeast RAM network inhibition. S. cerevisiae dse1pr::URA3 reporter, 5-FOA growth OD615, 2 d; analog-sensitive cbk1-as2 kinase mutant strain. inhibition, % at 50 µM. 190,000 tested, 1.8% active. AID 868;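 active = inhibition above a set limit, 3 SD over mean compound inhibition, cut at about 8.4% in these data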;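 also: 0% = DMSO-only wells with no growth and 100% = 10 µM 1-NA-PP1 full growth; inhibition rescues growth on 5-FOA so higher OD means more RAM inhibition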
bIAP act = intestinal alkaline phosphatase (bovine) activation; purified bovine IAP, CDP-star luminescence, 30 min; stronger effect = higher value; fold of DMSO-control signal, blank-subtracted; activation factor at 20 µM; 200,000 tested, 0.17% active; AID 1016;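 active = activation factor of 2 or more at 20 µM, a signal rise over negative controls twice the positive control's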
L major viab = Leishmania major promastigote growth inhibition; inhibition, % at 10 µM; 200,000 tested, 9% active; Leishmania major promastigotes, resazurin fluorescence viability; AID 1063; in the data active = inhibition above about 50%;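 also: promastigotes grown with compound for 44 hours at 28 °C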
TNAP inh no acc = TNAP (human) inhibition, acceptor-free conditions. P05186. purified TNAP, CDP-star luminescence, 30 min. inhibition, % at 20 µM. 200,000 tested, 0.26% active. AID 1012;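 active = tissue-nonspecific alkaline phosphatase inhibition above about 50% at 20 µM in the single-dose screen, limit read from the data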;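 also: 0% = DMSO negative control and 100% = EDTA positive control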
TNAP inh hi DEA = TNAP (human) inhibition, high acceptor; P05186; purified TNAP, CDP-star luminescence, 1 M DEA; inhibition, % at 20 µM; 200,000 tested, 0.03% active; AID 1135;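 active = over 50% inhibition of tissue-nonspecific alkaline phosphatase at 20 µM in the single-dose screen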;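 also: plate controls were DMSO wells for no effect and EDTA-quenched wells as full inhibition for full effect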
APP 5UTR inh = APP translation inhibition; inhibition, % at 2 µM; 190,000 tested, 0.82% active; AID 1285; SH-SY5Y APP 5'UTR-luciferase reporter, luminescence;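 active = inhibition above a set limit, derived from the sample mean plus 3 SD, cut at about 45% in these data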; also: values of inactives mirror those of a sister screen read the other way
FLuc inh counter = Photinus pyralis luciferase inhibition counter-screen; P08659; ATPLite firefly luciferase biochemical luminescence, 10 min; inhibition, % at 10 µM; 200,000 tested, 1.5% active; AID 1006;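 active = inhibition above about 50% when tested at 10 µM, limit read from the data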
* = called active by the depositor; . = not tested or not shown. These rows are one share of the data; rates above refer to the full screens.

SMILES | bIAP inhibitor | FLuc stim CS | TNAP act hiacc | RAM inhibit | bIAP act | L major viab | TNAP inh no acc | TNAP inh hi DEA | APP 5UTR inh | FLuc inh counter
C=CCn1c(O)c(C=Nc2ccc(N(CC)CC)cc2)c(=O)[nH]c1=O | 16.4 | 1.1 | 1 | 3.0 | 0.8 | 0.0 | -12.1 | -4.1 | 15.3 | -7.9
CC(C)(C)C(=O)c1cn(CC(=O)NCc2ccco2)c2ccccc12 | 3.9 | 1 | 1 | -0.3 | 1 | -0.9 | -7.0 | -1.5 | -12.2 | 0.9
O=C(CN1CC=C(c2ccccc2)CC1)NC(=O)NCc1ccccc1 | 0.1 | 1 | 1 | 2.8 | 1 | -8.4 | -5.4 | 0.9 | -8.2 | -4.4
CN1C(=O)C(=Cc2c(OCc3cnc(Cl)s3)ccc3ccccc23)C(=O)N(C)C1=O | 3.5 | 1 | 1 | 4.3 | 1 | 89.2* | 19.4 | 4.2 | -47.8 | 2.2
COc1ccc(Cn2c(O)c(C=NCCN3CCOCC3)c(=O)[nH]c2=O)cc1 | 1.3 | 1 | 1 | 1.4 | 1 | -6.7 | -10.3 | -4.0 | -5.2 | -3.6
N/C(=N\N=C\c1ccc(O)cc1O)N[N+](=O)[O-] | 13.7 | 1 | 1 | 2.3 | 0.9 | -2.6 | -15.1 | 2.0 | . | -3.1
C[N+]12CN3CN(CN(C3)C1)C2 | 2.1 | 1.1 | 1 | 0.5 | 1 | 93.8* | -7.0 | -0.7 | 8.1 | -7.9
CCCC(C)C1(CC)C(=O)NC(=Nc2ccc(OC)cc2)NC1=O (stereo unspecified) | 10.1 | 1.1 | 1 | 1.9 | 0.9 | 0.2 | -6.7 | -4.5 | -20.6 | -5.5
COc1ccccc1N1CCN(Cc2ccccc2F)CC1 | 7.6 | 1 | 1 | 2.3 | 0.9 | -7.3 | -5.4 | -0.1 | -5.1 | 1.3
CCC1(CC)C(=O)NC(=Nc2cccc(C(F)(F)F)c2)NC1=O | -0.1 | 1 | 1 | -0.2 | 1 | -3.1 | -2.7 | 3.1 | 0.1 | 0.9
Cc1cc(C)cc(-n2c(O)c(C=Nc3ccc(N4CCOCC4)cc3)c(=O)[nH]c2=S)c1 | -23.9 | 1.1 | 1 | 1.3 | 1.2 | 41.2 | 5.1 | -0.6 | 5.3 | -5.5
Cc1ccc(-n2c(O)c(/C=N/c3ncc(Br)cc3Br)c(=O)[nH]c2=O)cc1 | -7.5 | 1.1 | 1 | 4.2 | 1.1 | 3.8 | -2.9 | -2.5 | 9.8 | -7.4
Cc1ccc2c(c1)CCCN2N=O | 14.5 | 1 | 1 | 0.0 | 0.9 | -2.1 | -7.7 | -2.4 | 5.9 | -1.3
O=c1c2ccccc2nc(-c2ccc(Cl)cc2Cl)n1-c1ccncc1 | 1.9 | 1 | 1 | -0.1 | 1 | 24.4 | -4.3 | 0.3 | 6.6 | -4.0
CNC(=O)OCc1n(C)cc[n+]1C | 22.2 | 1.1 | 1 | 0.8 | 0.8 | 6.0 | -6.4 | -2.0 | 2.0 | -5.4
OC1/C(=C/c2ccccc2C(F)(F)F)N2CCC1CC2 (stereo unspecified) | 8.0 | 1.1 | 1.1 | 0.2 | 0.9 | 0.0 | -9.2 | -6.3 | -1.0 | -10.5
C=CCn1c(O)c(C(C)=NCCC2=CCCCC2)c(=O)[nH]c1=O | 17.4 | 1 | 1 | 2.8 | 0.8 | 10.3 | -5.9 | -2.1 | 11.6 | -4.1
CCC(=NCCCO)c1c(O)n(-c2ccc(OC)cc2)c(=O)[nH]c1=O | 7.8 | 1.1 | 1.1 | 1.0 | 0.9 | -4.2 | -12.7 | -8.6 | -9.8 | -6.6
COC(=O)C(O)(c1c(C)[nH]n(-c2ccccc2)c1=O)C(F)(F)F (stereo unspecified) | 0.6 | 1.1 | 1 | 0.7 | 1 | -9.0 | -9.4 | -3.2 | 16.5 | -5.9
CN1CCN(c2ccc([N+](=O)[O-])c(SCCO)c2)CC1 | 9.3 | 1 | 0.9 | 0.1 | 0.9 | 13.4 | 11.7 | 12.5 | -1.7 | -3.2
COP(=O)(OC)/C(C=O)=N/Nc1ccc([N+](=O)[O-])cc1 | 24.4 | 1 | 0.8 | 0.1 | 0.8 | -11.8 | 20.6 | 24.5 | -36.8 | -4.6
CN(C)CCCN=Cc1c(O)n(Cc2ccco2)c(=O)[nH]c1=O | -2.2 | 1.1 | 1 | 0.0 | 1 | -6.1 | -20.3 | -3.0 | 3.3 | -7.0
Nc1ccncc1Cl | 4.7 | 1.1 | 1.1 | 1.1 | 1 | 2.2 | -13.3 | -6.7 | -2.5 | -8.1
O=C(O)CSC(=S)N1CC2CC(C1)c1cccc(=O)n1C2 (stereo unspecified) | 1.7 | 1.1 | 1.1 | -1.1 | 1 | -3.9 | -3.0 | -5.7 | -8.2 | -6.3
COc1ccc2c(c1)CC1(CN2C)C(=O)NC(=O)N(c2ccc(C)cc2)C1=O (stereo unspecified) | -1.5 | 1 | 1 | 1.7 | 1 | -6.6 | -7.7 | -4.5 | 1.7 | -3.6

One compound at a time, as listed above.
CN(C)CCCN=Cc1c(O)n(Cc2ccco2)c(=O)[nH]c1=O is listed as bIAP inhibitor = -2.2; FLuc stim CS = 1.1; TNAP act hiacc = 1; RAM inhibit = 0.0; bIAP act = 1; L major viab = -6.1; TNAP inh no acc = -20.3; TNAP inh hi DEA = -3.0; APP 5UTR inh = 3.3; FLuc inh counter = -7.0
OC1/C(=C/c2ccccc2C(F)(F)F)N2CCC1CC2 (stereo unspecified) is listed as bIAP inhibitor = 8.0; FLuc stim CS = 1.1; TNAP act hiacc = 1.1; RAM inhibit = 0.2; bIAP act = 0.9; L major viab = 0.0; TNAP inh no acc = -9.2; TNAP inh hi DEA = -6.3; APP 5UTR inh = -1.0; FLuc inh counter = -10.5

Additional results follow:
SMILES | bIAP inhibitor | FLuc stim CS | TNAP act hiacc | RAM inhibit | bIAP act | L major viab | TNAP inh no acc | TNAP inh hi DEA | APP 5UTR inh | FLuc inh counter
CN1C(=O)NC(=O)/C(=C\C=C\c2ccccc2[N+](=O)[O-])C1=O | 3.9 | 1.1 | 1 | -1.1 | 1 | 41.7 | -10.3 | -2.0 | 29.4 | -6.6
Cc1ccnc(-n2c(C)cc(/C=C3\C(=O)NC(=S)N(C)C3=O)c2C)c1 | 2.6 | 0.9 | 0.9 | 1.1 | 1 | 70.0* | 24.8 | 5.1 | -10.9 | 5.2
Cc1ccc(/C=C2/C(=O)NC(=O)N(CC3CCCO3)C2=O)s1 (stereo unspecified) | 23.1 | 1.1 | 1 | 2.1 | 0.8 | 47.2 | 1.2 | -0.2 | -6.5 | -6.3
CCc1ccc(CN2CCN(Cc3ccc(SC)cc3)CC2)cc1 | 3.0 | 1.1 | 1 | -1.1 | 1 | 89.3* | -3.9 | -3.4 | 15.8 | -8.3
COC(=O)[C@@H]1C[C@H]1[C@@H](NP(=O)(c1ccccc1)c1ccccc1)c1ccccc1 | 1.4 | 1 | 1 | 3.1 | 1 | -5.0 | 2.1 | -1.4 | 11.3 | -4.8
Cc1sc2c(c1C)C(c1ccc(C(C)(C)C)cc1)=NCC(=O)N2CC(=O)Nc1nccs1 | 9.8 | 1.1 | 1.1 | 0.3 | 0.9 | 49.0 | 3.5 | -5.4 | -14.3 | -7.7
C=CCN1C(=O)c2ccccc2Sc2ccc(C(=O)N3CCC4(CC3)OCCO4)cc21 | -5.9 | 1.1 | 1 | 1.1 | 1.1 | 29.9 | -8.9 | -3.1 | 3.3 | -7.8
O=C1NC(=O)N(c2ccccc2)C(=O)/C1=C/c1ccc2c(c1)Cc1ccccc1-2 | 16.4 | 1 | 1.1 | -1.1 | 0.8 | 2.0 | -8.4 | -8.8 | 7.3 | -1.5
Cc1cc(C(=O)N=Nc2c(O)n(C)c3ccccc23)c(C)o1 | 4.1 | 0.8 | 1 | 0.4 | 1 | 69.0* | 14.5 | -0.8 | -76.0 | 24.1
CN(C)C(=O)NC(O)C(Cl)(Cl)Cl (stereo unspecified) | 6.3 | 1.1 | 1 | 0.9 | 0.9 | -1.8 | 18.4 | -4.1 | -26.4 | -9.3
O=C(CNS(=O)(=O)c1cccs1)N1CCC2(CC1)OCCO2 | -1.3 | 1.1 | 1.1 | 0.5 | 1 | -5.9 | -9.9 | -7.1 | -22.7 | -5.1
COc1ccc(-n2c(=O)[nH]c3ccccc3c2=O)c(OC)c1 | 3.7 | 1 | 1 | -0.7 | 1 | -8.8 | 0.3 | 2.4 | -0.7 | 0.7
Cn1c(O)c(C(c2ccccn2)c2c(O)n(C)c(=S)[nH]c2=O)c(=O)[nH]c1=S | -3.2 | 1 | 0.9 | 0.1 | 1 | -3.7 | -12.5 | 9.4 | -7.6 | -3.0
Cc1ccc(-n2c(C)cc(/C=C3/C(=O)NC(=O)N(C)C3=O)c2C)cc1 | 1.1 | 0.6 | 1 | 6.3 | 1 | 49.8 | -11.2 | 0.3 | -8.4 | 42.1
CCN1CCN(c2ccc([N+](=O)[O-])cc2C=C2C(=O)NC(=O)NC2=O)CC1 | 2.0 | 1 | 1 | 1.2 | 1 | 59.7* | 0.1 | -1.0 | -16.1 | -4.8
CCCC(C)C1(CC)C(=O)NC(=Nc2ccccc2)NC1=O (stereo unspecified) | 41.3 | 1 | 1 | 1.7 | 0.6 | 2.9 | -2.2 | -1.2 | -15.1 | -1.2
COc1ccc(OC)c(NP(=O)(Oc2ccc(Cl)cc2)Oc2ccc(Cl)cc2)c1 | 14.2 | 1.1 | 1.1 | 11.4* | 0.9 | 7.5 | 6.9 | -6.3 | 7.4 | -7.5
CC1=C(C(=O)O)N2C(=O)[C@@H](NC(=O)CCCC(=O)O)[C@H]2SC1 | -16.4 | 1.1 | 1.1 | 2.2 | 1.2 | -12.1 | -7.3 | -5.0 | -4.6 | -6.1
CC1(C)CSC(=NCc2ccccc2)N1 | 3.1 | 1.1 | 1 | 0.8 | 1 | 11.2 | -10.9 | -3.3 | 11.9 | -6.6
CCCC/C(C)=C/[C@@H](NP(=O)(c1ccccc1)c1ccccc1)c1ccccc1 | -15.7 | 1 | 1.2 | 2.9 | 1.2 | 24.7 | -100.6 | -17.3 | 2.4 | 3.0
C=CCn1c(O)c(/C=C/C=Nc2ccccc2)c(=O)[nH]c1=O | 19.0 | 1 | 1 | 3.0 | 0.8 | -4.5 | -12.3 | 4.8 | 11.8 | -2.2
CCC(C)NC(=O)c1c(N)n(CCCOC)c2nc3ccccc3nc12 (stereo unspecified) | -13.3 | 1.1 | 1.1 | -1.6 | 1.1 | 13.7 | -11.9 | -7.4 | -0.9 | -10.6
Cc1cc(C=C2C(=O)N(C)C(=S)N(C)C2=O)c(C)n1C1CCCCC1 | 20.3 | 0.8 | 1 | 3.9 | 0.8 | 20.9 | 20.5 | 0.8 | -2.3 | 21.0

Some of the entries above in a different format:
Molecule	bIAP inhibitor	FLuc stim CS	TNAP act hiacc	RAM inhibit	bIAP act	L major viab	TNAP inh no acc	TNAP inh hi DEA	APP 5UTR inh	FLuc inh counter
Cc1ccc(-n2c(C)cc(/C=C3/C(=O)NC(=O)N(C)C3=O)c2C)cc1	1.1	0.6	1	6.3	1	49.8	-11.2	0.3	-8.4	42.1
CCN1CCN(c2ccc([N+](=O)[O-])cc2C=C2C(=O)NC(=O)NC2=O)CC1	2.0	1	1	1.2	1	59.7*	0.1	-1.0	-16.1	-4.8

Compound activity deposited in PubChem by several laboratories.
